# Screens (PubChem BioAssay)
# LDHA block – inhibitors of human lactate dehydrogenase A; P00338; purified LDHA, NADH/diaphorase-resazurin fluorescence; active compounds read low; activity change, % (values are at about 110 or 230 µM); hit rate 0.15% among 480,000; AID 1347041; in the data active = activity change below about -30%;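 note: plate controls were DMSO wells for no effect and wells without enzyme for full effect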
#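 Remaining NADH was detected by diaphorase (0.133 mg/mL) converting 37 µM resazurin to fluorescent resorufin, read at 0 and 20 minutes. The preceding 5-minute room-temperature reaction used 2 nM LDHA, 0.2 mM sodium pyruvate and 0.06 mM NADH at pH 7.4.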
# An asterisk follows results filed as active.
LDHA block,canonical_smiles
-10,Cn1nnnc1Sc1ncnc2scc(-c3ccccc3F)c12
0,CCc1noc(CN2CCN(c3oc(-c4ccco4)nc3C#N)CC2)n1
-6,Cc1cc(Cl)ccc1OCC(=O)OCC(=O)Nc1ccccc1
-4,CC(OC(=O)c1cccs1)C(=O)c1c[nH]c2ccccc12 (configuration not stated)
76,O=c1[nH]cccc1NS(=O)(=O)c1ccc(Cl)c(C(F)(F)F)c1
1,O=C(/C=C/c1ccccc1Cl)c1cccc(O)c1
0,Cc1cc(NC(=O)c2cccnc2)cc(-c2nc3cc(C(C)C)ccc3o2)c1O
7,COc1ccc(C)cc1NC(=O)C(C)N1CCN(S(=O)(=O)Cc2ccccc2)CC1 (configuration not stated)
9,COc1ccccc1CNC(=O)c1sc(NC2CC2)nc1C
-6,c1ccc(-c2noc(CN3CCCC3c3ccsc3)n2)nc1 (configuration not stated)

LDHA block,canonical_smiles
4,CCC1CCCN(C(=O)CN(C)c2ncnc3nc[nH]c23)C1 (configuration not stated)
2,CCOC(=O)c1[nH]c2ccccc2c1NC(=O)CN(CC)CC
11,Cc1ccc(C(=O)N/C(=C\c2ccco2)C(=O)O)cc1
-16,COC(=O)CNC(=O)c1cc2sccc2n1Cc1ccccc1
-13,O=C(Nc1c(N2CCCC2)c2ccccc2oc1=O)c1ccccc1
3,Cc1ccc(NS(=O)(=O)c2cc(C(=O)Nc3ccc4oc(C)nc4c3)ccc2C)cc1
-1,CSCCC(=O)NCCc1cccs1
7,O=C1/C(=C/c2ccc3ccccc3c2)CCc2ccccc21
0,Cc1ccc(NS(=O)(=O)c2ccc3c(c2)CCC(C)(C)O3)cc1C
0,COc1ccc(NC(=O)CCS(=O)(=O)c2ccc3c(c2)OCCO3)cc1Cl

# Brought forward from above: 2 compounds; new compounds follow.
LDHA block,canonical_smiles
0,Cc1ccc(NS(=O)(=O)c2ccc3c(c2)CCC(C)(C)O3)cc1C
0,COc1ccc(NC(=O)CCS(=O)(=O)c2ccc3c(c2)OCCO3)cc1Cl
7,CCc1cccc(C)c1NC(=O)Cn1ccn(-c2ccc(OC)cc2)c(=O)c1=O
6,Cc1ccc(-c2csc(NC(=O)c3cnc4c(cnn4C(C)C)c3)n2)cc1C
-4,COC(=O)N/N=C/c1ccccc1OCC(=O)O
6,O=C(NCC(c1cccs1)N1CCOCC1)c1cc(=O)c2ccccc2o1 (configuration not stated)
7,CC(C)(C)C1CCc2c(sc(NC(=O)c3ccccc3Cl)c2C(=O)N2CCOCC2)C1 (configuration not stated)
-6,CC(Oc1cccc(Cl)c1)C(=O)OCc1nc(N)nc(Nc2ccccc2)n1 (configuration not stated)
-8,O=C(Nc1ccc2sccc2c1)Nc1nnc(-c2ccncc2)s1
3,Cc1cc(C)c2oc(C(=O)Nc3onc4c3CC(C)CC4)cc(=O)c2c1 (configuration not stated)
-7,O=C(NCCNCCO)c1nc2ccccc2c(=O)[nH]1
9,Brc1ccc(-c2noc(Cc3cccs3)n2)o1

LDHA block,canonical_smiles
11,Cc1nc(C(C)(C)C)nc2sc(C(=O)N3CCCCC3)c(C)c12
10,O=C(C1CCN(c2ncnc3nc[nH]c23)CC1)N1CCCCCC1
6,Cc1nc2c(ccc3c(C)c(C)[nH]c32)s1
8,COP(=O)(OC)c1nc(-c2ccco2)oc1NCc1ccc(F)cc1
9,COCCn1cnnc1SCc1cccc(Cl)c1
-2,O=C(N/N=C/c1ccc(OCCCOc2ccccc2Cl)cc1)c1ccccc1
9,Cc1scc(-c2ccccc2)[n+]1C
1,COc1cc(OC)c(C2CC(=O)Nc3nc(-c4ccccc4)[nH]c(=O)c32)cc1OC (configuration not stated)
-4,N#Cc1ccc(NS(=O)(=O)c2ccc3c(c2)CCC(=O)N3)cc1
6,CC(Sc1ncnc2nc[nH]c12)C(=O)Nc1cccc2ccccc12 (configuration not stated)

LDHA block,canonical_smiles
-8,Cc1ccc(-c2noc(CSc3nnc4ccccn34)n2)cc1F
-4,COc1ccccc1-c1nnc(SCc2nnc(C)o2)n1CCc1ccccc1
-2,CCC(C(=O)Nc1ccc(OC)cc1OC)n1nc(-c2ccccc2)c2c(c1=O)CCCC2 (configuration not stated)
23,COc1cc(NS(=O)(=O)c2cccc(Cl)c2)cc2sc(NC(=O)c3ccccc3)nc12
-2,CC(=O)Nc1ccccc1OCC(=O)NC(C)C
7,CCN(Cc1nc(-c2ccccc2)no1)C(=O)Nc1ccccc1OC
-11,Cc1cc(C(=O)COC(=O)Cc2n[nH]c(=O)c3ccccc23)c(C)n1C1CC1
4,COC(=O)CC(NC(=O)CNC(=O)c1ccc(N2CCCC2=O)cc1)c1ccc(Cl)cc1 (configuration not stated)
5,COc1cc(CC2CC(c3cccc(Cl)c3)=NO2)c(OC)c2c1OCO2 (configuration not stated)
9,COc1ccccc1-c1nnc2ccc(SCc3ccco3)nn12

# Six entries from above, as comma-separated lines:
molecule,LDHA block
CCc1cccc(C)c1NC(=O)Cn1ccn(-c2ccc(OC)cc2)c(=O)c1=O,7
Cc1ccc(-c2csc(NC(=O)c3cnc4c(cnn4C(C)C)c3)n2)cc1C,6
COC(=O)N/N=C/c1ccccc1OCC(=O)O,-4
O=C(NCC(c1cccs1)N1CCOCC1)c1cc(=O)c2ccccc2o1 (configuration not stated),6
CC(C)(C)C1CCc2c(sc(NC(=O)c3ccccc3Cl)c2C(=O)N2CCOCC2)C1 (configuration not stated),7
CC(Oc1cccc(Cl)c1)C(=O)OCc1nc(N)nc(Nc2ccccc2)n1 (configuration not stated),-6

# The results go on.
LDHA block,canonical_smiles
1,CCCNC(=O)C1CCCN(Cc2ccc(C(F)(F)F)cc2)C1 (configuration not stated)
1,COc1cc(Cl)c(C)cc1NC(=O)CSc1nnc(CN2CCCC2)n1-c1ccccc1
8,CC(C)c1ccc(/C=N/NC(=O)C2CC2c2ccccc2)cc1 (configuration not stated)
-4,CC(=O)c1cccc(NC(=O)COC(=O)c2ccc(C3Nc4ccccc4S(=O)(=O)N3)cc2)c1 (configuration not stated)
-7,COc1ccc(-c2cc(=O)c3cc(OC(C)=O)ccc3o2)cc1
7,CCOc1ccc(CNC2CCCCC2C)cc1 (configuration not stated)
1,COc1cc(OC)c(NC(=O)c2nc3ccccc3nc2N2CCCCC2)cc1Cl
-4,O=C(CSc1nc(-c2ccc3c(c2)OCO3)nc2cc(=O)[nH]n12)NCCc1ccccc1
-3,COc1ccccc1NC(=O)c1cc(=O)c2ccc(C)cc2o1
6,O=C(NCCN1CCCCCC1)C1CCC1

LDHA block,canonical_smiles
-9,O=C1c2ccccc2C(=O)N1c1cnc2ccccc2c1
2,Cc1cnc(C(=O)Nc2ccccc2C(=O)NCCc2ccccc2)cn1
1,CN(CCOc1ccc(F)cc1)c1nc(-c2cccnc2)nc2ccccc12
2,O=C(Sc1ccc(Cl)cc1)c1ccccc1F
25,CCOCCCNCc1cccc(OCc2ccccc2)c1
11,Cc1ccc(C)c(NC(=O)C(C)Sc2nc3ccccc3nc2C)c1 (configuration not stated)
17,COc1ccc2c(c1)cc(C(=O)Nc1ccccc1OC)n2C
6,Cc1ccc(NC(=O)COC(=O)c2ccc3ccccc3n2)c(C)c1
10,Cc1ccc(Cl)cc1NC(=O)NCc1nc(-c2ccccc2)oc1C
6,CNC(=O)c1ccc(NC(=O)C2CCN(S(=O)(=O)c3ccc4c(c3)CCC4)CC2)cc1

# 4 of these compounds, reformatted:
> O=C1c2ccccc2C(=O)N1c1cnc2ccccc2c1
  LDHA block: -9

> CCOCCCNCc1cccc(OCc2ccccc2)c1
  LDHA block: 25

> Cc1ccc(C)c(NC(=O)C(C)Sc2nc3ccccc3nc2C)c1 (configuration not stated)
  LDHA block: 11

> Cc1ccc(NC(=O)COC(=O)c2ccc3ccccc3n2)c(C)c1
  LDHA block: 6

# (listing goes on)
LDHA block,canonical_smiles
2,CC(C)CCCC(C)CC1C(C#N)=C(N)SC(N)=C1C#N (configuration not stated)
-4,COc1ccccc1N1CCN(C(=O)C(C)Sc2nc(Cl)nc3nc[nH]c23)CC1 (configuration not stated)
11,Cc1cc2ccccc2n1CCNC(=O)c1cccc([N+](=O)[O-])c1
12,CC(=O)c1cccc(C#Cc2ccccc2)c1
-2,COc1ccc(S(=O)(=O)Nc2nc3ccccc3nc2Nc2ccc(NC(C)=O)cc2)cc1
-1,N#CC1(C#N)CC2(O)NC(=O)C1(C#N)C(c1ccccc1)C2Br (configuration not stated)
10,CCCCOC(=O)C(C)Oc1ccc2c(=O)c(Oc3ccc(C(C)(C)C)cc3)coc2c1 (configuration not stated)
7,FC(F)(F)c1ccc(/C=N/Nc2c(Cl)cc(Cl)cc2Cl)cc1
-4,Cc1ccc(S(=O)(=O)Cc2nc(-c3ccc(C(=O)NC4CCCC4)cc3)oc2C)cc1
2,COc1ccc2c(c1)C(C)=CC(C)(C)N2C(=O)Nc1cccc(Cl)c1

LDHA block,canonical_smiles
-2,O=C(c1ccc(C2SCCS2)cc1)N1CCN(Cc2ccccc2)CC1
4,CCn1c(SCC(=O)Nc2ccc(C)cc2F)nnc1C(C)NC(=O)c1ccco1 (configuration not stated)
6,N#Cc1ccccc1S(=O)(=O)N1CCC(C(=O)NCCc2cccs2)CC1
-5,Cc1ccc2nc(C)c(C(=O)OCC(=O)NCC3CCCO3)cc2c1 (configuration not stated)
8,CCN(CC)CCCOc1ccccc1-c1ccccc1
1,CC(C)NC(=O)/C=C/c1ccc(F)c(Cl)c1
7,C=CCNc1nc(-c2ccc3c(c2)CC(C)N3S(C)(=O)=O)cs1 (configuration not stated)
11,Cc1ccccc1C(=O)/C=C/c1cc2ccccc2nc1N1CCOCC1
0,CSc1ccc(/C=C/C(=O)c2cc(C)sc2C)cc1
4,CCOC(=O)NCc1ccc(Cl)cc1

LDHA block,canonical_smiles
-4,CCCC(=O)NCC(=O)N(CCN(C)C)Cc1ccc(Cl)cc1
0,COc1ccc(C(=O)NCC(=O)OCc2ncc(-c3ccccc3)o2)cc1
-1,CCN(CC)C(=O)c1cccc(NC(=O)c2cnc3ccccc3n2)c1
6,N#C/C(=C/c1ccc(O)cc1)c1nc2ccccc2o1
7,CN(C)c1cccc(S(=O)(=O)N2CCN(S(=O)(=O)c3ccc4c(c3)OCCO4)CC2)c1
8,CCOC(=O)NC(CNC(=O)c1cccc(C)c1)CC(C)C (configuration not stated)
7,O=C(NCc1ccc(F)cc1)c1ccc[n+]([O-])c1
0,Cc1cc(C(C)(C)C)cc(C)c1CCNC(=O)c1n[nH]c(=O)c2ccccc12
-1,CCN(CC)CCCC(C)NC(=O)Nc1ccc(Cl)cc1 (configuration not stated)
6,CCc1ccccc1NC(=O)CCS(=O)(=O)c1ccc2c(c1)CCN2C(=O)C1CC1

LDHA block,canonical_smiles
-4,COCCN1CCCNCC1
-2,CC(C)CCNC(=O)C12CC3CC(C1)CC(c1ccccc1)(C3)C2
1,O=C(COc1ccccc1)N(Cc1ccc(-c2ccc(Cl)cc2)o1)C1CCS(=O)(=O)C1 (configuration not stated)
0,CCC1CCCCN1C(=O)Cn1nc(-c2ccc(C)cc2)c2ccccc2c1=O (configuration not stated)
10,COc1cc(NC(=O)N2CC3CCCN3c3ccccc32)cc(OC)c1OC (configuration not stated)
6,Cc1cc(=O)[nH]c2sc3c(C(F)(F)F)cc(=O)[nH]c3c12
0,CCOc1ccc(C(=O)Nc2ccc(O)c(-c3nc4ccccc4o3)c2)cc1Cl
3,Cc1cc2c(cc1S(=O)(=O)N1CCC(C(=O)N3CCc4ccccc43)CC1)OC(C)C(=O)N2 (configuration not stated)
3,Cc1cc(C)c(NC(=O)COC(=O)c2ccccc2)c(Cl)c1
1,COc1ccccc1NC(=O)Nc1c(NC2CCCC2)c2ccccc2oc1=O

LDHA block,canonical_smiles
-5,CC(C)c1cc(N2CCN(CCO)CC2)n2c(nc3ccccc32)c1C#N
11,Fc1ccccc1-c1nc(N2CCCCCC2)c2ccccc2n1
13,Cc1cc(-c2nc(-c3ccc4c(c3)OCO4)no2)n[nH]1
0,O=C(COc1ccc(Cl)cc1Cl)Nc1ccc2c(c1)N(C(=O)c1cccnc1)CCC2
0,CC(C)(C)c1ccc(C(NC(=O)c2ccccc2)NC(=O)c2ccccc2)cc1
-9,C#CCOc1cc(C2=Nn3c(nnc3-c3cccc(OCC(C)=O)c3)SC2)ccc1OC
-5,Cc1cc2c(s1)c1cnn(Cc3ccc(OC(F)F)cc3)c(=O)c1n2C
-1,O=C(Nc1cccnc1)c1ccc(SC(F)(F)F)cc1
11,O=C(NCc1ccccc1)N1CCc2sccc2C1
1,Cc1ccc(-c2nc(CS(=O)(=O)CC(=O)Nc3ccc(C)cc3C)c(C)o2)cc1

LDHA block,canonical_smiles
8,CN(C(=O)c1ccc(NC(=O)C2CC2)cc1)C1CCCCC1
7,N#C/C(=C\c1cc(Br)c(O)c(Br)c1)c1nc2ccccc2[nH]1
1,COc1ccc(CNCc2cccs2)c(OC)c1
10,COC(=O)c1cnn(-c2ccc(C(=O)Nc3ccc(Br)cc3F)cc2)c1N
-2,Cc1cc(C)c(NC(=S)NCC(C)N2CCCCC2C)c(Cl)c1 (configuration not stated)
-11,Nc1nn(Cc2c(F)cccc2Cl)cc1Cl
3,Cc1ccccc1CN1CCC(CNC(=O)c2cccc3c2SCCC3=O)CC1
6,Cc1nc2ccc(C(=O)OCC(=O)NC3CC3)cc2nc1C
4,CSc1ccccc1NC(=O)c1cc(F)cc(F)c1
-15,Cc1ccc2nc(C)cc(C(=O)NC3CCN(C(=O)c4ccccc4)CC3)c2c1
0,O=c1oc2ccccc2c(NCc2ccccc2)c1NS(=O)(=O)c1cc(F)ccc1F
14,O=[N+]([O-])c1cccc(N=Cc2ccncc2)c1

# Not all compounds are listed; count on the stated rates, not on these rows.
